Assay outcomes: PubChem, Sanford-Burnham Center for Chemical Genomics
NRP1-CendR mod: modulators of CendR peptide binding to NRP-1, primary screen, biochemical, fluorescence polarization, uHTS; Neuropilin-1 (Homo sapiens), O14786; FAM-RPARPAR peptide binding to NRP-1; inhibition, % at 25 µM; 360,000 compounds, 0.85% hits; AID 602438, 2012;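 active = inhibition or corrected inhibition above about 18%, plus a signal ratio from 0.5 to 1.5, limit read from the data, passing the limit was not always enough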; note: strong numbers were not always called active
MT1-MMP act inh: blockers of MT1-MMP proenzyme processing, primary screen, HT1080 RFP-PRO-GFP cells, GFP/RFP fluorescence | Matrix metalloproteinase-14 (Homo sapiens), P50281 | GFP/RFP ratio fluorescence, overnight; percent of plate control window, DMSO zero | GFP/RFP ratio change, % at 20 µM | 360,000 compounds, 0.061% hits;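 active = GFP/RFP ratio change of at least 30% with cell ATP level not reduced by more than half and red fluorescence within 50% of control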; note: strong numbers were not always called active
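Assay system: HT1080 RFP-PRO-GFP cells | Dosing: 20 µM single dose, 1% DMSO | Incubation: Cells overnight before dosing, compound overnight, 37 °C, 5% CO2 | Evaluation: GFP/RFP fluorescence ratio | Control set: DMSO-only wells and HT1080 RFP-L50D-GFP cell wells as references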
STEP inh: STEP phosphatase inhibitors, primary screen, biochemical, fluorescence intensity, uHTS | recombinant STEP, OMFP fluorogenic substrate | inhibition, % at 20 µM | 360,000 compounds, 0.25% hits;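 active = inhibition at 20 µM, scaled per plate between control wells, above about 37%, limit read from the data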;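 note: 0% = DMSO with enzyme and substrate and 100% = substrate only without enzyme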
Target sequence (P54829 whole entry, looked up): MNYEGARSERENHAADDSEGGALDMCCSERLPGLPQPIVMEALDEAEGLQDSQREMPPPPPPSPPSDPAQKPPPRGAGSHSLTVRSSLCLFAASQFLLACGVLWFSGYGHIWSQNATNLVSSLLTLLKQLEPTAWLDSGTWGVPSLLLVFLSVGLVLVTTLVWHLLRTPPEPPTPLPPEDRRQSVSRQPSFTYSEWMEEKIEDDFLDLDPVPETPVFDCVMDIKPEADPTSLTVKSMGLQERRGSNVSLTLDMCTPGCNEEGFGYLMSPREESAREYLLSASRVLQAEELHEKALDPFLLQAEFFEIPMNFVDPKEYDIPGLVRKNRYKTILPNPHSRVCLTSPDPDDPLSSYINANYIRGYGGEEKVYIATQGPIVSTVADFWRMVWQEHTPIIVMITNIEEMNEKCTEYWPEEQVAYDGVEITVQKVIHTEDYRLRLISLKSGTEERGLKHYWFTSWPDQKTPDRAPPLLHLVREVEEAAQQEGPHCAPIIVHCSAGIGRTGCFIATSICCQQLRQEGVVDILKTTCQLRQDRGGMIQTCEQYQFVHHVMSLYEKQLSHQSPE
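System: STEP (striatal-enriched tyrosine phosphatase) enzyme, cell-free; medium: Bis-Tris pH 6.0 buffer with DTT, detergent; dosing: 20 µM, 1% DMSO; times: reaction 20 min, ambient temperature; detection: fluorescence, 480/540 nm; read-out basis: normalized % inhibition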
Scp-1 inhibitor: Scp-1 phosphatase inhibitors, primary screen, biochemical, colorimetric, uHTS; inhibition, % at 20 µM; Recombinant Scp1, phosphopeptide, malachite green phosphate absorbance; 340,000 compounds, 0.88% hits;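 active = inhibition above about 50% at 20 µM, limit read from the data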;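 note: plate controls were DMSO wells with enzyme for no effect and wells lacking enzyme for full effect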
Target sequence (Q9GZU7 76-261 limits assumed): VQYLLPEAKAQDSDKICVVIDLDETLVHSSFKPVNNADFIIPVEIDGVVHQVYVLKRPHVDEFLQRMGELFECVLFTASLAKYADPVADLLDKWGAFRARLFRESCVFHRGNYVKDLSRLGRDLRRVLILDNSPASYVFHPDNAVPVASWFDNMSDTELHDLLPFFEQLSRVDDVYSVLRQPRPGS
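Test system – truncated SCP-1 phosphatase (76-261aa) · Reagent – Phosphorylated 17-residue peptide substrate · Incubation – 45 min room-temperature reaction, 5 min colour, 30 min stabiliser · Detection – colorimetric phosphate reagent with accelerator and stabiliser, absorbance at 630 nm · Measure – % inhibition at 20 µM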
Rpn11 inh: Rpn11 (PSMD14) deubiquitinase inhibitors, primary screen, biochemical, fluorescence polarization, uHTS; human 26S proteasome, Ub4-pepOG fluorescence polarization; 20S core pre-blocked with epoxomicin; 360,000 compounds, 0.59% hits; calls only at 20 µM;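 active = inhibition at 20 µM, scaled to each plate's controls, above about 33%, limit read from the data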
LMPTP block: LMPTP phosphatase inhibitors, primary screen, biochemical, fluorescence intensity, uHTS; Low molecular weight phosphotyrosine protein phosphatase (Homo sapiens), P24666; recombinant LMPTP-A, OMFP fluorogenic substrate; inhibition, % at 20 µM; 360,000 compounds, 0.22% hits; AID 651560, 2012;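 active = compounds that cut the enzyme signal by at least half of the control window in the single-dose screen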;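 note: plate controls were DMSO wells with enzyme plus substrate for no effect and substrate without enzyme for full effect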
Target sequence (P24666 whole entry, looked up): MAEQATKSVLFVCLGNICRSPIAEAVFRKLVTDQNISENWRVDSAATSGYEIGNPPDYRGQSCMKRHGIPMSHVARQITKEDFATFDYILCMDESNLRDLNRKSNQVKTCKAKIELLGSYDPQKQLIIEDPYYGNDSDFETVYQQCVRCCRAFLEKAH
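material = LMPTP-A | quantity = 0.625 nM enzyme | reagent = OMFP substrate, 400 µM final | buffer or medium = Bis-Tris pH 6.0, DTT, detergent | detection = endpoint fluorescence intensity from OMFP dephosphorylation | dosing = single 20 µM dose | read-out basis = % inhibition relative to no-enzyme and uninhibited control wells | control set = no-enzyme and uninhibited controls | timing = 50 min at room temperature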
NadD block: inhibitors of S. aureus NadD, primary screen, biochemical, colorimetric, uHTS. 360,000 compounds, 0.78% hits. AID 602399, 2012. inhibition, % at 20 µM. Nicotinate-nucleotide adenylyltransferase NadD (Staphylococcus aureus N315). purified NadD enzyme, colorimetric absorbance read-out; in the data active = inhibition above about 26%; note: some compounds past the cut are filed as inactive
SKN-1 inh: suppressors of acrylamide-induced Pgst-4::GFP reporter in worms, primary screen, SKN-1 inhibitor project, whole organism, uHTS, GFP/RFP fluorescence ratio, strain VP596; 360,000 compounds, 0.49% hits; C. elegans VP596 Pgst-4::GFP/RFP ratio, 24 h; inhibition, % at 21.8 µM;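 active = interference check ratio from 0.5 to 1.5 plus GFP to RFP signal ratio inhibition reaching or exceeding a fixed threshold, cut at about 30% in these data, passing the limit was not always enough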; note: some compounds called inactive have numbers as strong as hits
DNMT1 inh: human DNMT1 methyltransferase inhibitors, primary screen, biochemical, molecular beacon, fluorescence, HinP1I cleavage, uHTS; inhibition (reported as % activation of signal), % at 10 µM; DNA (cytosine-5)-methyltransferase 1 (Homo sapiens), P26358; AID 588458, 2011; 360,000 compounds, 0.83% hits; in the data active = inhibition above about 50%
SUMO1 PPI mod: modulators of SUMO1 protein-protein interactions, primary screen, biochemical, uHTS. Small ubiquitin-related modifier 1 (Homo sapiens), P63165. SUMO1 binding to a labelled peptide, TR-FRET, 1 h. inhibition, % at 20 µM. 360,000 compounds, 0.33% hits. AID 602429, 2012; in the data active = inhibition above about 37%
An asterisk follows results filed as active; i = inactive; + = active, no number.

canonical_smiles	NRP1-CendR mod	MT1-MMP act inh	STEP inh	Scp-1 inhibitor	Rpn11 inh	LMPTP block	NadD block	SKN-1 inh	DNMT1 inh	SUMO1 PPI mod
CC(NC(=O)C(=O)N1CCCCC1)C(c1cccs1)N1CCN(c2ccc(F)cc2)CC1 (stereo not given)	4	0	27	-3	i	-1.5	0	1	0	3
CC(=O)C12C3C4C(C5C1C3C5(Br)C41OCCO1)C21OCCO1 (stereo not given)	6	-3	-2	-5	i	-1.7	4	3	0	3
CN(C)C(=O)c1cc(C(=O)c2ccc(F)cc2Cl)c[nH]1	-3	-4	1	4	i	-2.1	-2	-19	1	-6
COc1cc(OC)c(C=CC(=O)c2ccccc2O)c(OC)c1	3	1	0	0	i	2.7	-4	6	-8	-10
O=C(COC(=O)c1cccc2ccccc12)NCC1CCCO1 (stereo not given)	-15	1	-2	1	i	1.3	-2	-5	8	-11
O=C(Nc1ccc(-c2cc3ccccc3oc2=O)c(Cl)c1)c1cccnc1	-23	9	10	12	i	13	-3	1	-11	-4
N#Cc1c(N)nc2c(c1-c1ccccc1)CCC2	-13	-5	1	1	i	-0.9	1	13	-8	0
CC(C)c1nnc(NC(=O)CCC(=O)NCc2ccc(F)cc2)s1	5	5	-2	1	i	0.3	5	3	0	-3
CC1(C)CC(=O)C2=C(C1)N1C(=C(C#N)C2c2ccccc2Cl)N=C(N)c2ccccc21 (stereo not given)	-12	-18	2	7	i	2.0	9	11	-4	-9
O=C(O)C1C2C=CC(C2)C1C(=O)OC1CC2CCC1C2 (stereo not given)	-13	1	1	-1	i	-0.4	1	3	7	1
O=C(C[C@H]1C[C@H](C(=O)N2CCCCC2)[C@@]2(CCc3ccccc3)c3[nH]c4cc(-c5ccco5)ccc4c3CCN2C1=O)NCc1ccco1	-71	-21	1	-7	+	0.8	51*	16	-11	-1
CN1CCN(CCCNC(=O)C2CCN(c3nnc(-n4cccc4)s3)CC2)CC1	3	0	-4	-2	i	-9.7	-6	15	3	2
COc1ccc(NC(=S)NNC(=O)c2nnn(-c3ccccc3)c2C)cc1	-3	1	5	-12	i	-1.4	3	-3	6	4
CN(C)CCNC(=O)c1ccc2c(c1)N(Cc1ccc(F)cc1)CCS2	3	-4	2	-12	i	-0.6	-8	-11	0	1
Cc1c(C(=O)NC(C)C)c(-c2ccccc2)nn1-c1ccccc1	-1	4	-3	-5	i	-1.2	-1	0	1	1
CCOc1cc(C)c(C(C)C)cc1S(=O)(=O)N1CCOCC1	-1	2	-1	-2	i	-0.4	-6	-24	-1	-5
O=C(NCc1ccccc1)C(c1ccc(F)cc1)N(C(=O)c1csnn1)c1ccccc1 (stereo not given)	14	0	-2	-1	i	0.4	-6	4	2	0
Nc1ccc2c(c1)C(=O)N(CCCC(=O)O)C2=O	16	5	-1	-2	i	0.7	-6	34	2	-13
O=C(CNC(=O)c1cccs1)OCc1ccc(Br)cc1	3	-2	-1	-12	i	-0.6	-7	-4	1	-2
COc1ccc2cc3cc(C(=O)Nc4ccc5c(c4)OCCO5)oc3nc2c1	6	7	4	-5	i	1.6	-14	2	40	3
C1=C(c2cc3ccccc3cn2)CCCC1	15	-2	1	0	i	1.6	-7	14	-2	-14
CC1=C(C#N)C(=O)NC(=O)/C1=C/c1ccc(-c2ccc(S(N)(=O)=O)cc2)o1	-80	-14	1	17	i	0.8	5	-9	-5	-4
Cc1ccccc1C(=O)Nc1ccnn1C1CCN(Cc2cnn(C(C)C)c2)CC1	4	2	-3	-5	i	-0.7	-1	8	0	-5
CC(=O)c1ccc2c(c1)C1C=CCC1C(c1ccncc1)N2 (stereo not given)	0	9	2	3	i	1.4	4	10	-35	21
CN(Cc1ccccc1)C(=O)c1nc2ccccn2c1CNCCn1cccn1	-11	1	0	-1	i	-1.0	-2	-7	-1	-1
CC12CCC(=O)N1C(C(=O)OCc1c(Cl)cccc1Cl)CS2 (stereo not given)	0	0	2	-1	i	0.2	-5	-7	2	7
CCc1noc(C)c1C(=O)Nc1ccc(S(=O)(=O)N2CCCC(C)C2)cc1 (stereo not given)	-7	-5	1	-5	i	0.7	-5	0	0	3
CCOC(=O)Cn1cc(/C=N/N2C(=O)C3C4C=CC(C4)C3C2=O)c2ccccc21 (stereo not given)	7	1	0	5	i	1.5	1	0	-1	-1
CCOC(=O)N1CCC(NC(=O)CC2C(=O)NCCN2Cc2ccccc2)CC1 (stereo not given)	-1	-3	-1	-7	i	1.1	5	6	-1	5
Cc1ccc(C(=O)Nc2ccc(C(=O)/C=C/c3cccs3)cc2)cc1	-7	3	0	-4	i	-0.7	-1	1	8	-3

Retrieved by compound from above (5):
canonical_smiles	NRP1-CendR mod	MT1-MMP act inh	STEP inh	Scp-1 inhibitor	Rpn11 inh	LMPTP block	NadD block	SKN-1 inh	DNMT1 inh	SUMO1 PPI mod
COc1ccc2cc3cc(C(=O)Nc4ccc5c(c4)OCCO5)oc3nc2c1	6	7	4	-5	i	1.6	-14	2	40	3
CC1=C(C#N)C(=O)NC(=O)/C1=C/c1ccc(-c2ccc(S(N)(=O)=O)cc2)o1	-80	-14	1	17	i	0.8	5	-9	-5	-4
COc1cc(OC)c(C=CC(=O)c2ccccc2O)c(OC)c1	3	1	0	0	i	2.7	-4	6	-8	-10
O=C(Nc1ccc(-c2cc3ccccc3oc2=O)c(Cl)c1)c1cccnc1	-23	9	10	12	i	13	-3	1	-11	-4
CC(=O)C12C3C4C(C5C1C3C5(Br)C41OCCO1)C21OCCO1 (stereo not given)	6	-3	-2	-5	i	-1.7	4	3	0	3

Carrying on:
canonical_smiles	NRP1-CendR mod	MT1-MMP act inh	STEP inh	Scp-1 inhibitor	Rpn11 inh	LMPTP block	NadD block	SKN-1 inh	DNMT1 inh	SUMO1 PPI mod
Cc1cc(C=O)c(O)cc1O	0	3	0	16	i	0.5	-1	14	14	-1
Cc1cc(C)c(C)c(S(=O)(=O)NCC(=O)N2CCCC2)c1C	4	1	-3	-3	i	-0.6	-5	-24	2	4
CSc1ccccc1C(=O)NCCS(=O)(=O)N1CCN(c2ccc(F)cc2)CC1	-7	-2	3	-1	i	0.3	-8	-5	2	1
O=C(CN1C(=O)S/C(=C\c2ccccc2F)C1=O)NC1CCS(=O)(=O)C1 (stereo not given)	4	1	-2	-8	i	-0.8	-2	-10	0	-27
CCN(CC)S(=O)(=O)c1cc(NC(=O)CN2C(=O)NC3(CCCc4ccccc43)C2=O)ccc1C (stereo not given)	-10	2	-2	-3	i	-0.9	7	8	0	3
Cc1sc(NC(=O)c2ccccc2)c(C(=O)c2ccccc2)c1C	-3	-2	5	-10	i	4.0	-3	-2	0	0
COc1ccc(NC(=O)CCNS(=O)(=O)c2ccc3[nH]c(=O)oc3c2)cc1Cl	9	4	-2	-6	i	0.6	3	3	3	3
Cc1c(C(=O)NCc2ccccc2F)oc2ccccc12	8	1	-3	-8	i	1.1	-7	15	0	0
C(=Nc1ccccc1)c1ccc[nH]1	12	-4	-1	0	i	2.1	3	18	-6	-3
Cc1ccccc1-c1nnn(CC(=O)N2CCN(C(=O)c3ccco3)CC2)n1	-7	-2	1	-8	i	-0.6	0	-3	-1	4
CN1OCC(S(=O)(=O)c2ccccc2)C1c1ccccc1 (stereo not given)	-3	2	-3	-5	i	0.5	-5	2	-5	-1
COc1cc(-c2cc(C(=O)Nc3nc4ccccc4s3)c3ccccc3n2)cc(OC)c1OC	-2	-9	1	-1	i	3.2	5	-3	-11	2
CCCCn1c(N)c(N(CC(C)C)C(=O)C2CC(=O)N(Cc3ccco3)C2)c(=O)[nH]c1=O (stereo not given)	1	1	-2	2	i	-2.3	-5	-7	2	-4
Cc1cccn2c(=O)c(/C=C(\C#N)C(=O)NCc3ccco3)c(N3CCCC(C)C3)nc12 (stereo not given)	-17	-3	-2	-2	i	1.1	-1	1	-5	-16
COc1ccc(C(c2nnnn2C(C)(C)C)N2CCN(C(=O)c3ccco3)CC2)cc1 (stereo not given)	4	-1	1	7	i	-0.3	0	4	0	4
O=C(OCc1ccccc1)N1CCC2CC1c1c(-c3ccc(C(F)(F)F)cc3)cccc12 (stereo not given)	-4	3	0	-12	i	4.3	2	-6	6	1
O=C(Nc1ccc(F)cc1)Nc1cc(S(=O)(=O)N2CCOCC2)ccc1N1CCCC1	1	0	4	-2	i	-0.1	-1	-8	-1	-1
